EWS-Fli block: blocks EWS/Fli oncoprotein-driven transcription. inhibition, % at 12.6 µM. A673 NR0B1-luciferase reporter, viability-normalised. AID 651661. 350,000 tested, 0.67% active;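 active means mean inhibition of at least 50% after viability correction, with every replicate also passing that limit; inconclusive means mean reaches 50% but only one of two replicates passes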;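 further: firefly luciferase signal divided by Alamar Blue viability fluorescence both relative to DMSO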
PAX8 inh HTS: lowers PAX8-driven luciferase in RMG-I cells; AID 652154; inhibition, % at 12.6 µM; 360,000 tested, 1.2% active; RMG-I TPO-luciferase reporter, SteadyGlo, 24 h;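 active means mean replicate inhibition at least 60% with every replicate also reaching 60%; inconclusive means only one of the two criteria is met; inactive means mean below 60% and not all replicates reaching 60%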;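 further: luciferase light reporting Pax8 driven TPO promoter activity; plate controls were median of neutral control wells for no effect and mitoxantrone controls for full effect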
Casp6 inh: inhibitors of human caspase-6 | purified caspase-6, Z-VEID-R110 cleavage fluorescence | inhibition, % at 12.5 µM | 350,000 tested, 0.53% active | AID 686996;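 active means mean inhibition across replicates at least about 35%, with every replicate also reaching that limit, limit read from the data; inconclusive means only one of the two criteria met; inactive means neither criterion met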;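 further: 0% = median of neutral control wells and 100% = no fluorescence left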
Target sequence (P55212 24-179 limits assumed): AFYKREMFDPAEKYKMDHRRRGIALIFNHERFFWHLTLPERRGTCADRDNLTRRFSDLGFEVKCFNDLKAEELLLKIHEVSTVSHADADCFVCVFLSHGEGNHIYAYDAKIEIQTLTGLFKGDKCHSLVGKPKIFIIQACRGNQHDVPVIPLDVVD
Target sequence (P55212 194-293 limits assumed): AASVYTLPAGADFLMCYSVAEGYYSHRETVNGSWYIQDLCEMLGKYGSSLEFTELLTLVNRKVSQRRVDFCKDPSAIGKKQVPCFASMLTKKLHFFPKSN
FN deposit inh: fibronectin deposition inhibition | AH1F fibroblasts, Alexa488-fibronectin deposition fluorescence, overnight | inhibition, % at 12.6 µM | 350,000 tested, 0.086% active | AID 743247;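 active means mean inhibition across replicates of 30% or more, regardless of how many single replicates reach that level; inconclusive means mean under 30% yet at least half of replicates reach 30%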;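 further: positive control wells lacked labelled fibronectin entirely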
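Material – AH1F fibroblast monolayer, labelled fibronectin deposition · Reagent – labelled fibronectin 24 nM · Timing – 1 h adhesion, overnight exposure · Measured by – fluorescence at 485 nm excitation, 525 nm emission · Read-out – inhibition of fibronectin deposition signal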
miR-122 sensor: blocks miR-122 activity in Huh7 sensor cells. Huh7 miR-122 Renilla luciferase sensor, 48 h; neutral wells = 0, positive control = 100. activation (reporter increase), % at 12.5 µM. 340,000 tested, 0.3% active. AID 602342;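 active means mean replicate activation score at least 90 and every replicate individually at or above 90; inconclusive means only one of the two criteria met; inactive means neither criterion met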;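 further: higher luciferase means less miR-122 activity so hits act as miR-122 inhibitors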
Cneo AK release: causes C. neoformans cell lysis | adenylate kinase release luminescence, 4 h; normalised: neutral wells 0, clomiphene wells 100 | lysis activity, % at 15 µM | 360,000 tested, 0.2% active | AID 651654;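 active means mean lysis activity across replicates of at least 80%, whatever share of replicates individually reach that level; inactive means mean lysis activity below 80%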
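Assay system: Cryptococcus neoformans yeast cells / Dosing: single-point compound dose / Timing: 4 h at 37 °C static, read 1 h later / Measured by: luminescence of released adenylate kinase using an AK detection reagent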
LGR2 inh: inhibitors of bursicon-induced Drosophila LGR2 receptor cAMP signaling; HEK293 LGR2, CRE-luciferase, bursicon-stimulated, 4 h; inhibition, % at 9.99 µM; 380,000 tested, 0.35% active; AID 720647;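 active means drop in luminescence signal, shown as inhibition above about 50% in the replicate tests, limit read from the data, passing the limit was not always enough; inconclusive means probably only some replicates passing the limit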;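 further: agonist challenge used bursicon conditioned medium at about half maximal strength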
PGC1a acetyl inh: PGC1a acetylation modulation, inhibitor mode; U2OS PGC1a acetylation, AlphaScreen anti-acetyl-lysine; with virally co-expressed GCN5 acetyltransferase; 350,000 tested, 0.17% active; AID 651687; inhibition, % at 15.6 µM;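 active means every replicate shows inhibition of at least 40%; inconclusive means mean inhibition at least 40% but some replicate below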;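 further: 0% = neutral control wells and 100% = positive control wells; some results beyond the cut were filed as inactive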
* hit, by the source's call; u = inconclusive; x = not tested or not shown; [ ] = another dose, or the depositor's remark. Rows are unselected; about 2.5% have a hit in one of these screens.

| Compound | FN deposit inh | PAX8 inh HTS | Casp6 inh | miR-122 sensor | EWS-Fli block | PGC1a acetyl inh | LGR2 inh | Cneo AK release |
| --- | --- | --- | --- | --- | --- | --- | --- | --- |
| COC(=O)[C@]1(Cc2ccccc2)N[C@H](c2ccc(-c3ccc4c(c3)OCO4)cc2)[C@@H]2C(=O)N(C)C(=O)[C@@H]21 | -7.6 | 0.2 | -2.2 | x | -3.5 | x | -8.6 | -4.7 |
| CCC1(CC)Cc2ccccc2C(=O)N1 | 2.5 | 15.1 | -3.3 | x | 0.0 | -0.8 | 0.7 | 1.3 |
| C[C@H](CO)N1C[C@H](C)[C@H](CN(C)CC2CCCCC2)Oc2ccc(NS(C)(=O)=O)cc2C1=O | -8.0 | -12.6 | 0.0 | -2.8[16.7 µM] | -8.2 | 9.5 | -14.3 | -1.2 |
| O=C(CCCN1C(=O)/C(=C/c2ccccc2)SC1=S)N1CCOCC1 | 25.5 | 38.1 | -0.2 | 15.5 | -17.7 | x | 11.9 | 0.6 |
| O=C(Nc1cccc2cccnc12)c1ccccc1Cl | -12.3 | -2.5 | -3.3 | 0.8 | -23.0 | 6.7 | -29.9 | -1.3 |
| COc1ccc(N(C)C(=O)Nc2ccc3c(c2)nnn3C)cc1 | x | x | 6.7 | 0.5 | -3.9 | 22.7 | 10.6 | -1.4 |
| COc1ccc(CNC(=O)C[C@H]2C=C[C@H](NC(=O)c3cccc(F)c3)[C@@H](CO)O2)cc1 | x | -3.4 | -1.0 | x | 3.3 | -6.3 | -3.0 | -2.6 |
| Cc1cc(Cl)ccc1OCCCC(=O)NCC1CCCO1 (centres undefined) | -3.9 | x | x | -0.3 | x | 8.9 | x | 0.1 |
| COCCn1c(C)cc(C(=O)CSc2nc(C)c(C)c(C)n2)c1C | -0.5 | 14.4 | 2.3 | -5.2 | -11.5 | 9.8 | 12.0 | x |
| O=C(Cc1ccccc1)N[C@H]1C=C[C@H](CC(=O)N2CCOCC2)O[C@H]1CO | 1.1 | -17.2 | -3.0 | x | -1.0 | -3.8 | -4.3 | -0.4 |
| CCN(CC(=O)Nc1c(F)cccc1F)C(=O)C1CC(=O)N(c2ccc3c(c2)OCCO3)C1 (centres undefined) | 2.2 | -15.6 | 4.3 | -1.8 | -7.7 | -4.0 | -5.1 | 0.0 |
| O=C(CCc1nnc(-c2ccc3c(c2)OCO3)o1)N1CCC(c2ccc(F)cc2)C1 (centres undefined) | -6.9 | -122.7 | 1.5 | -3.0 | -75.5 | -8.8 | 0.1 | x |
| CCCCc1ccc(NC(=O)CC(C)C)cc1 | -5.1 | -159.6 | -1.2 | 4.8 | -55.2 | 11.2 | 1.2 | x |
| NC(=O)C1CCN(C(=O)c2cc(-c3ccc(Cl)s3)nc3ccccc23)CC1 | 4.5 | -3.5 | 8.8 | x | 5.6 | x | 4.2 | -1.1 |
| CCc1noc(C)c1C(=O)OC(C)C(=O)c1c(C)[nH]c2ccccc12 (centres undefined) | 6.5 | -0.6 | 6.1 | 2.6 | -1.2 | -0.7 | 2.7 | -0.1 |
| O=C(c1ccccn1)N1CC2(C1)[C@H](c1ccccc1)[C@@H](CO)N2Cc1ccc(F)cc1 | -16.0 | x | -0.1 | x | -39.2 | 3.2 | -0.7 | x |
| C[C@@H]1CN([C@H](C)CO)C(=O)c2cc(NC(=O)c3ccccc3)ccc2O[C@@H](C)CCCCO[C@@H]1CN(C)Cc1ccc2c(c1)OCO2 | x | 43.8 | -3.7 | -0.7[16.7 µM] | -6.6 | 8.9 | 22.8 | -1.8 |
| O=C(O)C1CCN(C(=O)c2ccc3c(c2)OCO3)CC1 | x | -10.1 | 8.9 | -1.2 | -3.1 | x | 9.5 | -3.8 |
| CO[C@H]1CN(C)C(=O)c2cc(NC(=O)c3cnccn3)ccc2OC[C@H](C)N(C(=O)C2CC2)C[C@@H]1C | 11.9 | -12.7 | 1.1 | x | 16.6 | -5.5 | 16.8 | -59.0 |
| Cc1ccc(C(=O)N/C(=C\c2ccccc2)C(=O)NCc2ccncc2)cc1 | -14.8 | 7.1 | -0.4 | 16.0 | 5.5 | 3.1 | -21.2 | 8.6 |
| CCCNC(=O)Nc1ccc(C)cc1C | 2.1 | 1.1 | -3.9 | x | 14.6 | x | -4.3 | 0.3 |
| CN1CCN(c2ncnc3c2ncn3[C@H]2CN(Cc3cccs3)C[C@@H](CO)O2)CC1 | 10.8 | -0.6 | -1.1 | -20.4 | 3.5 | x | 0.7 | -0.8 |
| COc1ccc(-c2cnc(SCCNC(=O)c3ccc4c(c3)OCO4)[nH]2)cc1 | 9.4 | -12.6 | 2.3 | x | -0.4 | x | -11.2 | -5.9 |
| CCCn1c(N)c(C(=O)CSc2ncc(C(F)(F)F)cc2Cl)c(=O)[nH]c1=O | -2.2 | 17.9 | 2.5 | 7.8 | 11.9 | 3.3 | 17.8 | x |
| OCCCn1c(CCNc2nc(-c3ccc(F)cc3)cs2)nc2cc(C(F)(F)F)ccc21 | 5.0 | 19.9 | 0.0 | 13.9 | 8.2 | -5.5 | 2.3 | 0.0 |
| Cc1ccc(N2CC(O)Cn3c2nc2c3c(=O)n(C)c(=O)n2C)cc1 (centres undefined) | -3.5 | 7.7 | 0.8 | -1.8 | 0.1 | -0.7 | 5.5 | 12.8 |
| CC(C)NC(=O)Nc1ccc2c(c1)C(=O)N(C)[C@H]1CC[C@@H](CC(=O)NCC3CCCCC3)O[C@@H]1CO2 | -4.4 | -8.9 | 3.6 | 0.4[16.7 µM] | 0.5 | 2.7 | -4.4 | -9.7 |
| COc1ccccc1NC(=O)Nc1cccnc1 | -3.4 | -1.8 | 0.8 | 15.8 | 3.3 | -17.8 | 10.0 | 3.6 |
| C[C@H](CO)N1C[C@H](C)[C@@H](CN(C)Cc2ccc(Cl)c(Cl)c2)Oc2ccc(NS(C)(=O)=O)cc2C1=O | x | 19.2 | -1.3 | -0.5[16.7 µM] | 2.6 | -0.5 | 3.4 | -5.0 |
| C[C@H]1CN([C@@H](C)CO)C(=O)c2cccc(NS(=O)(=O)c3ccc(Cl)cc3)c2O[C@H]1CN(C)C(=O)Nc1ccc(F)cc1 | x | 47.7 | -1.8 | 4.3[16.7 µM] | 0.9 | 1.4 | 14.8 | 4.0 |
| Oc1ccccc1C=NN1CCCCCC1 | 5.5 | -153.0 | -3.5 | 0.7 | -92.1 | 6.9 | -84.7 | x |
| CCc1ccc2oc(=O)cc(CN3CCN(CCO)CC3)c2c1 | 2.3 | -3.2 | x | -3.6 | x | x | x | -0.9 |
| COc1ccccc1-c1ccc(OCCCN2CCC(C(O)(c3ccccc3)c3ccccc3)CC2)cc1 | 5.1 | 96.4* | -0.9 | x | 70.6* | x | 61.8* | x |
| CCCCCCCC(=O)Nc1cc(C(=O)NCCC)ccc1N1CCC2(CC1)CC(c1ccccc1)=NO2 | 4.5 | -4.6 | -1.8 | x | 17.1 | x | -11.6 | -0.4 |
| COc1ccc(NC(=O)c2cnc3sccn3c2=O)cc1 | -1.7 | -34.7 | x | 3.3 | x | 1.1 | x | -1.0 |
| O=[N+]([O-])c1cccc(-c2cn3ccccc3n2)c1 | -19.2 | -155.8 | 1.1 | -2.3 | -66.9 | -7.7 | x | -2.9 |
| C[C@H](CO)N1C[C@H](C)[C@H](CN(C)C(=O)CN2CCOCC2)Oc2ncc(-c3ccncc3)cc2C1=O | -3.3 | x | -2.1 | -3.5[16.7 µM] | -10.2 | 4.3 | 7.5 | -7.0 |
| CCOc1cc(/C=C(\C#N)C(=O)Nc2cccc(C(=O)O)c2)ccc1OCc1ccc(Br)cc1 | 11.6 | -12.8 | 3.1 | -2.1 | -31.4 | -3.3 | 14.4 | -0.6 |
| COc1ccc(NC(=O)CN(C)C(=O)CNC(=O)c2ccc3ccccc3c2)cc1 | -5.0 | x | -46.3 | 0.0 | -49.6 | -6.8 | -43.7 | -2.4 |
| CCOC(=O)/C(C#N)=C/c1ccc(SC)cc1 | 5.5 | -0.9 | 0.8 | x | -7.8 | x | x | x |
| Cc1nc(CC(=O)Nc2nccs2)cs1 | -0.1 | -17.1 | 4.2 | -19.6 | 2.7 | -0.9 | 2.6 | -3.1 |
| O=C(CC1C(=O)NCCN1Cc1cccc(C(F)(F)F)c1)NCCCOc1cccnc1 (centres undefined) | -3.0 | -8.3 | -1.9 | 2.9 | x | -5.3 | -0.6 | -0.3 |
| CCC(=O)Nc1nnc(Cc2ccccc2)s1 | -0.8 | x | x | 2.8 | x | -14.7 | 11.8 | 3.2 |
| O=C(Nc1ccccc1)N[C@H]1CC[C@H](CCNS(=O)(=O)c2ccccc2F)O[C@H]1CO | x | -1.6 | -0.9 | x | 3.0 | -4.1 | -7.5 | -2.6 |
| CCCNC(=O)C[C@H]1CC[C@@H]2[C@H](COc3ccc(NC(=O)c4ccc(C(F)(F)F)cc4)cc3C(=O)N2C)O1 | -12.5 | -6.1 | -1.2 | -10.0[16.7 µM] | -21.5 | 0.4 | -3.3 | -6.4 |
| O=S(=O)(NCc1ccccc1)c1ccc2c(c1)OCCO2 | -4.8 | 5.9 | x | u | x | -3.9 | x | 4.9 |
| C[C@H]1CN([C@@H](C)CO)C(=O)Cc2cc(N(C)C)ccc2O[C@H]1CN(C)Cc1ccc(C(F)(F)F)cc1 | x | -3.3 | x | -2.5[16.7 µM] | -12.5 | 2.6 | -13.5 | -10.1 |
| O=C(COc1ccccc1F)Nc1nc(-c2ccccn2)cs1 | 2.7 | -10.4 | 9.9 | x | -4.0 | x | x | x |
| C[C@@H]1CN([C@@H](C)CO)C(=O)Cc2cc(NC(=O)Nc3cccc4ccccc34)ccc2O[C@@H]1CN(C)S(=O)(=O)c1ccccc1 | x | 3.2 | x | -7.0[16.7 µM] | -1.8 | -14.5 | -2.9 | -5.4 |
| COc1ccc(OC)c(NC(=O)CSc2nncc3ccc(OC)c(OC)c23)c1 | -7.2 | 10.3 | 1.7 | x | -2.6 | 4.4 | 3.4 | x |
| O=S(=O)(c1ccccc1F)N1CCC(Oc2ccc(-n3cnnn3)cc2)CC1 | 4.3 | 23.1 | -0.9 | x | x | x | -3.7 | -0.5 |
| COc1cccc(CNCCc2c[nH]c3ccccc23)c1OCc1ccccc1 | 8.6 | -4.6 | -5.7 | x | 17.6 | x | 16.2 | x |
| Cc1ccccc1NC(=O)c1ccc(F)c(S(=O)(=O)N2CCCCC2)c1 | 12.0 | 12.1 | 0.9 | x | 8.2 | -3.5 | -4.7 | x |
| CCOC(=O)C1=CSC2=NS(=O)(=O)CCN12 | x | x | 1.0 | -6.2 | 7.5 | 4.2 | -3.1 | -0.3 |
| Brc1ccc(-c2nc(-c3ccccn3)no2)o1 | x | x | x | -0.3 | x | 8.2 | 75.2* | -9.1 |
| C[C@@H]1CN([C@@H](C)CO)C(=O)Cc2cc(NC(=O)NC3CCCCC3)ccc2O[C@H]1CN(C)Cc1ccc2c(c1)OCO2 | x | 22.5 | -5.4 | -7.1[16.7 µM] | x | -6.4 | -8.0 | 0.7 |
| O=C(NC1CC2CCCC(C1)N2C(=O)Nc1ccccc1Cl)C1CC1 (centres undefined) | 12.2 | 9.8 | 2.5 | -6.8 | -6.0 | 7.6 | 2.0 | -1.1 |
| O=S1(=O)CCOCCCN1Cc1ccc(Cl)cc1 | 3.3 | 4.2 | -4.0 | -10.1 | -3.9 | x | -18.5 | 8.9 |

Screening results: PubChem BioAssay, Broad Institute
